Screening results as filed in PubChem.
Runt-SMMHC FRET: blocks binding of human RUNX1 Runt domain to CBFb-SMMHC; inhibition, % at 20 µM; AID 1434; Cerulean-Runt/Venus-CBFb-SMMHC FRET ratio 530/480, 1 h; 0.74% of 220,000 active;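 active = mean inhibition across duplicate retests at 20 µM reaching about 50%, limit read from the data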;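 note: 0% = DMSO wells and 100% = wells with excess untagged CBFb-SMMHC; inhibitors lower the FRET ratio by blocking Runt binding to CBFb-SMMHC; some results filed as inactive read as strong as hits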
p97 inhibitor: human p97 ATPase inhibition. recombinant p97 ATPase, Kinase-Glo ATP luminescence, 3 h. inhibition, % at 8 µM. 0.42% of 220,000 active. P55072; in the data active = inhibition above about 15%;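 note: 0% = DMSO vehicle and 100% = wells lacking enzyme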
m-calpain inh: calpain II (pig) inhibition | purified calpain II, fluorogenic peptide substrate, 30 min | inhibition, % at 16 µM | 0.37% of 220,000 active | AID 1236;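 active = inhibition above about 50%, limit read from the data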
Furin inh: human furin inhibition; inhibition, % at 30 µM; 0.061% of 220,000 active; AID 463115; purified furin, fluorogenic substrate cleavage; in the data active = inhibition above about 25%; note: inactives centre near -15
EBV gp42 block: EBV gp42 inhibition; inhibition, % (tested at 21.74 µM); Fluorescence polarization binding assay, mP read-out; 0.42% of 220,000 active; Q1HVG2; in the data active = inhibition above about 50%
Target sequence (Q1HVG2 whole entry, looked up): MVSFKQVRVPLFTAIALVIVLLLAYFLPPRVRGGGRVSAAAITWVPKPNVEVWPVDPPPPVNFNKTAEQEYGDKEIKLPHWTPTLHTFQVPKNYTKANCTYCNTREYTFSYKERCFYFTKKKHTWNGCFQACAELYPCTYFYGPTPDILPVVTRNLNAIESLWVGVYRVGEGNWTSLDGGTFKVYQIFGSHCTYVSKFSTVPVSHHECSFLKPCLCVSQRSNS
Runt-CBFb FRET: Runt domain-CBFb interaction inhibition; Cerulean-Runt/Venus-CBFb FRET ratio 530/480, 1 h; inhibition, % at 20 µM; 0.46% of 220,000 active; AID 1496; Q01196+Q13951;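 active = inhibition over about 50% at 20 µM in the single-dose screen, limit read from the data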;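 note: 0% = DMSO wells and 100% = excess unlabeled CBFb competitor control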
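Assay system: Cerulean-Runt domain / Medium: Tris 50 mM pH 7.5, KCl, K2SO4, 0.01% BSA / Timing: protein complex preformed 1 h, compound exposure 1 h, room temperature, dark / Measured by: FRET, excitation 422 nm, emission at 530 and 480 nm / Evaluation: loss of energy transfer signal / Control set: 5 µM unlabeled CBFb as full-inhibition high control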
TbHK1 inh: T. brucei hexokinase 1 inhibition; recombinant TbHK1, G6PDH-coupled NADH A340; inhibition, % at 10 µM; 0.11% of 220,000 active; AID 1430;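 active = inhibition of 50% or more in the single-dose primary screen; inactive = inhibition below 50%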
p47phox inh: blocks human p47phox regulatory protein of NADPH oxidases; inhibition, % at 24.7 µM; p47phox/p22phox peptide binding, fluorescence polarization, 2 h; P14598; 0.53% of 220,000 active;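 active = inhibition above about 30%, limit read from the data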;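 note: 0% = p47phox with labelled peptide and 100% = labelled peptide alone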
Target sequence (P14598 whole entry, looked up): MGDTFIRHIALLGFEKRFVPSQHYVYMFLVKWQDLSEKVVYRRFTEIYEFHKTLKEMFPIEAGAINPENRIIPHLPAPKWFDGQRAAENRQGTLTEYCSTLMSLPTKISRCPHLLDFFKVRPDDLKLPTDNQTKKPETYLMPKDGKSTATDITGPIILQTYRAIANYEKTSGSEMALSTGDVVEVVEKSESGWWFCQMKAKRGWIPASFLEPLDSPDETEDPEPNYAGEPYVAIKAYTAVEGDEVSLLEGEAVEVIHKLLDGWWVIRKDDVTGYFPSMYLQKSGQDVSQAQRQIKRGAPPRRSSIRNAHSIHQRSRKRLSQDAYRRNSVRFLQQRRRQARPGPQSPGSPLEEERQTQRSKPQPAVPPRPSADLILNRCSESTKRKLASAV
RBBP9 inhibitor: inhibitors of human serine hydrolase RBBP9. O75884. recombinant RBBP9, FP-Rh probe fluorescence polarization. inhibition, % at 7.94 µM. 0.2% of 220,000 active. AID 1515;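 active = inhibition above the campaign mean of all tested compounds plus 3 SD, cut at about 14% in these data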;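 note: plate controls were DMSO wells with RBBP9 for no effect and wells lacking RBBP9 protein for full effect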
Target sequence (O75884 whole entry, looked up): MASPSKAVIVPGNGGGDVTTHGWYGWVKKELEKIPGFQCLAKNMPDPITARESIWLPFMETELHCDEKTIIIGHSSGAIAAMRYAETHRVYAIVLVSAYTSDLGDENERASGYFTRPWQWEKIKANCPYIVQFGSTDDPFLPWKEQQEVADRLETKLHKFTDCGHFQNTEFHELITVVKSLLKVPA
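System: RBBP9 protein / Buffer or medium: Tris/NaCl buffer pH 8.0 with 0.1% Pluronic / Probe or stimulus: Serine-hydrolase probe FP-Rh, 375 nM pre-mixing / Dosing: 7.94 µM single dose, 0.794% DMSO / Times: enzyme-compound preincubation 30 min, then probe labeling 45 min, 25 °C / Technique: fluorescence polarization (mP), excitation 525 nm, emission 598 nm / Replication: singlicate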
The depositor's hits bear a star; i = inactive; & = joins results of further samples; [ ] = another dose, or the depositor's remark.

p97 inhibitor	Furin inh	EBV gp42 block	Runt-SMMHC FRET	p47phox inh	m-calpain inh	TbHK1 inh	Runt-CBFb FRET	RBBP9 inhibitor	Molecule
2	-16	3	2	0	24	-4	1	-8	N#C/C(=C\c1cccc([N+](=O)[O-])c1)C(=O)NCc1cccnc1
4	-20[20 µM]	-6	3	-7	-19	5	-2	-9	COc1ccc(-c2nnc(SC(C)C(=O)Nc3nccs3)n2-c2ccccc2)cc1OC (centres undefined)
-1	-15	-10	-7	-1	-2	-2	1	12	CCCC(=O)c1ccc(N2CCOCC2)c(F)c1
3	-16	-9	-1	-4	-4	2	-3	-9	Cc1ccc(NC(=O)COC(=O)CCC(=O)c2cccs2)cc1
-4	-30	-2	0	3	-100	-11	0	-5	COC(OC)c1ccc(C#N)c(=O)[nH]1
-3	-17	-5	-6	-4	18	11	3	1	Cc1c(NC(=O)CSc2ccccc2F)c(=O)n(-c2ccccc2)n1C
1	-16	8	0	1	-23	0	0	3	Cc1c(C(=O)OCc2ccccc2)nnn1-c1nonc1N
3	-7	-12	2	-7	-7	-10	2	1	Cn1c(CSCC(=O)Nc2ccccc2)nnc1SCc1ccccc1
-2	-3	-11	-3	1	10	1	3	-10	Cc1ccc(C(=O)NCC(=O)OC(C)C(=O)Nc2ccc(N3CCOCC3)cc2)s1 (centres undefined)
-5	-12	-3	1	3	23	1	-1	-5	COC(=O)C1=C(C)N(CCc2cc(OC)c(OC)c(OC)c2)C(=O)N[C@H]1c1cccs1
2	-20	-4	-2	-21	-52	-2	-10	-8	COc1ccc(C2CC(c3ccccc3)=NN2C(=O)COC(=O)c2nc3nccc(C)n3n2)cc1 (centres undefined)
3	-14[20 µM]	-6	-2	-5	-4	3	-3	-8	FC(F)(F)c1cc(-c2ccc(Cl)cc2)nc(NCc2cccnc2)n1
0	7	-12	-13	-66	-90	-41	-6	-1	CCOc1ccc(-n2c([S-])c(C(=O)Nc3ccc(S(=O)(=O)N4CCOCC4)cc3)[n+]3cc(C(N)=O)ccc23)cc1
-1	-28	2	0	0	-48	1	0	-7	C=CCn1c(COc2ccc(F)cc2)nnc1SCC(=O)NC(=O)NCc1ccco1
1	-24[20 µM]	-20	-1	-8	-57	-2	1	-6	CCOc1cc(NC(=O)c2ccco2)c(OCC)cc1NC(=O)Cc1cccc(OC)c1
6	-18	-2	-3	-9	23	-5	2	4	Cc1cc(NC(=O)C(=O)NCc2cccc(Cl)c2)no1
-6	-15	-13	2	4	-141	-4	-7	-6	CCCc1cc(=O)oc2cc(C)c3c(C)coc3c12
3	-25	-6	3	-12	-10	2	0	4	N#CC(Cc1ccccc1OC(F)F)c1nc2ccccc2[nH]1 (centres undefined)
6	-10	-4	-6	-8	-13	-7	-2	-1	Cc1cc(Nc2ccccc2)nn1C(=O)c1ccccc1
6	-15	-22	2	-16	17	-3	0	-6	COc1ccc(NC(=O)Nc2ccc(F)c(Cl)c2)cc1
3	-23	-7	-1	-15	91*	3	-1	-8	CCOC(=O)N1CCC2(CC1)C(C#N)=C(N)Oc1n[nH]c(CSc3ccc(C)cc3)c12
-3	-2[20 µM]	-5	-8	6	-63	-9	-3	-5	COC(=O)c1sccc1NC(=O)c1ccncc1
-2	-22	1	-1	6	-3	7	-2	-5	Clc1ccccc1OCc1nc(-c2ccc(Br)o2)no1
-13	0	0	2	-13	i	-7	-3	-10	COc1ccc(O)c(C(=O)CC(=O)c2ccccc2)c1
-2	0	1	0	-7	-1	-16	-2	-4	Cc1ccc(/C=N/NC(=O)CN2CCN(S(=O)(=O)c3ccc(Br)cc3)CC2)s1

In a second layout: results already given
Order of results: p97 inhibitor | Furin inh | EBV gp42 block | Runt-SMMHC FRET | p47phox inh | m-calpain inh | TbHK1 inh | Runt-CBFb FRET | RBBP9 inhibitor
- Cc1cc(Nc2ccccc2)nn1C(=O)c1ccccc1
    6 | -10 | -4 | -6 | -8 | -13 | -7 | -2 | -1
- COc1ccc(C2CC(c3ccccc3)=NN2C(=O)COC(=O)c2nc3nccc(C)n3n2)cc1 (centres undefined)
    2 | -20 | -4 | -2 | -21 | -52 | -2 | -10 | -8
- Cc1ccc(C(=O)NCC(=O)OC(C)C(=O)Nc2ccc(N3CCOCC3)cc2)s1 (centres undefined)
    -2 | -3 | -11 | -3 | 1 | 10 | 1 | 3 | -10
- CCOc1ccc(-n2c([S-])c(C(=O)Nc3ccc(S(=O)(=O)N4CCOCC4)cc3)[n+]3cc(C(N)=O)ccc23)cc1
    0 | 7 | -12 | -13 | -66 | -90 | -41 | -6 | -1
- Cc1cc(NC(=O)C(=O)NCc2cccc(Cl)c2)no1
    6 | -18 | -2 | -3 | -9 | 23 | -5 | 2 | 4

The main list resumes with the 2 entries that preceded the break.
p97 inhibitor	Furin inh	EBV gp42 block	Runt-SMMHC FRET	p47phox inh	m-calpain inh	TbHK1 inh	Runt-CBFb FRET	RBBP9 inhibitor	Molecule
-13	0	0	2	-13	i	-7	-3	-10	COc1ccc(O)c(C(=O)CC(=O)c2ccccc2)c1
-2	0	1	0	-7	-1	-16	-2	-4	Cc1ccc(/C=N/NC(=O)CN2CCN(S(=O)(=O)c3ccc(Br)cc3)CC2)s1
-4	-16	5	-3	-2	19	2	0	-1	CC(=O)c1c(NCc2ccccc2)nc(=O)n(-c2ccccc2)c1C
1	-13[20 µM]	-18	-2	-12	10	2	-3	-1	Cc1cc(S(=O)(=O)N2CCCCCC2)c(Cl)cc1Cl
6	-14	-3	-1	-2	-34	-7	-2	-2	NC(=O)c1nn(-c2ccccc2)nc1NC(=O)Cn1nnc(-c2ccccc2)n1
8	-25	-4	2	-8	-30	3	0	-8	CCOc1ccc(N2C(=O)CC(N3CCN(C(=O)c4ccco4)CC3)C2=O)cc1 (centres undefined)
5	-17[20 µM]	-29	1	-8	-11	-4	3	-7	CCCCC(=O)Nc1ccc(N2CCN(C(=O)CC)CC2)cc1
2	-15	-17	-2	3	4	20	0	-8	COCCCNC(=S)N(Cc1cccnc1)Cc1ccc(OC)c(OC)c1
-1	-25	0	-25	-2	-109	-23	0	0	COCCn1c(=NC(=O)c2ccc(S(=O)(=O)N3CCc4ccccc4C3)cc2)sc2cc(OC)ccc21
1	-18	-4	-3	-6	10	0	-6	-9	Cc1cccc(N2CCN(C3=NC(=O)C(Cc4ccccc4)S3)CC2)c1 (centres undefined)
-2	-8	0	1	4	19	10	0	2	O=C1CS(=O)CN1c1ccc(Oc2ccccc2)cc1 (centres undefined)
-11	3	2	6	3	29	3	0	-5	CC(C)C(=O)NC(=S)N(Cc1ccccc1)Cc1ccccc1
3	-27[20 µM]	-29	3	-17	1	2	0	-2	CCOC(=O)C1=C(C)NC(=O)NC1c1cc(C)sc1C (centres undefined)
6	-24	-4	0	-24	-21	-6	0	-5	O=C1COc2ccc(C(=O)CSc3nnc(NCc4ccccc4)s3)cc2N1
0	-21	-8	0	-19	-8	1	-2	-8	Cc1ccc(C)c(OCCCC(=O)Nc2ccccc2C(N)=O)c1
3	-24	-1	-1	-3	-7	-1	0	-14	Brc1cccc(-c2cnco2)c1
-1	-7	9	0	-9	20	-2	2	-11	Oc1cccc(Oc2ncc(C(F)(F)F)cc2Cl)c1
1	-16	6	5	-43	-59	-8	0	6	COc1ccc(C)cc1NC(=O)COC(=O)c1ccc([N+](=O)[O-])o1
-2	-18	15	-2	-11	1	-2	1	-8	COc1ccc(Oc2cn[nH]c2-c2ccc(O)cc2O)cc1
1	-22[20 µM]	-9	1	-1	-25	-20	0	-3	CCN1CCN(c2nc(-c3ccncc3)nc3ccccc23)CC1
6	-7	0	-1	-4	-12	-3	3	4	COc1ccc(-n2cnnc2SCC(=O)Nc2cc(C)on2)cc1
4	-24[20 µM]	-11	-4	-9	-23	-12	1	0	Cc1ccn(C(=O)c2cc3cc(Cl)ccc3oc2=O)n1
0	-8	1	-3	-5	11	-3	-2	-11	CCO[C@@H]1OC(C(=O)NCc2ccccc2)=C[C@H](c2csc3ccccc23)[C@H]1CCCO
-4	-16[20 µM]	-9	2	-7	23	0	-3	-7	CCCN(CCC)C(=O)c1c(NC(=O)CC)sc2c1CCCCC2
8&13	-17&-13	-11&-10	3&2	12&-3	19&8	-51&-74	9&6	4&5	S=c1[nH]c2cc3ccccc3cc2[nH]1
3	-16[20 µM]	5	0	-6	7	2	-1	-1	O=C(O)CSc1nnc(-c2cccs2)n1-c1ccc(Cl)cc1
6	-11[20 µM]	-20	36	-11	14	-20	-2	-6	CC[n+]1c(/C=C2\C=C(C)CC(C)C2)sc2ccccc21 (centres undefined)
-5	-11[20 µM]	2	0	-7	-2	-17	2	-1	O=C(Nc1ccc(Cl)cn1)c1ccccc1F
-4	-23[20 µM]	-18	-1	-3	-6	-3	-1	-9	CN(C)CCCOc1nc2c(c(=O)n(C)c(=O)n2C)n1C
-5	1[20 µM]	-4	-4	-25	-27	-11	-2	-12	C=CCCC(=O)Nc1nc(C)c(-c2csc(Nc3ccc(Cl)cc3Cl)n2)s1
-5	-4	-7	0	-1	-11	8	0	-8	COc1cc(NS(=O)(=O)c2ccc(NC(=O)C34CC5CC(CC(C5)C3)C4)cc2)ncn1
1	-17	83*	4	4	18	1	-1	-4	Cc1cc(-c2ccccc2)c(C#N)c(=S)[nH]1
9	11	0	-3	-9	32	9	2	-5	Cc1onc(-c2ccccc2)c1C(=O)N(Cc1ccco1)Cc1cccs1
4	-97	0	61*	-7	-308	-12	105*	-6	N=c1c(S(=O)(=O)c2ccccc2)cc2c(=O)n3ccccc3nc2n1CC1CCCO1 (centres undefined)
-2	-12	-11	0	-10	-11	-9	-1	1	CCCC(=O)NCCc1nc2ccccc2n1CCC
-1	-15[20 µM]	-5	0	-13	-16	3	1	-2	COc1ccc(NC(=O)N2CCCC2C(=O)NCc2ccc(F)cc2)cc1 (centres undefined)
7	9	-32	-37	-18	12	-19	-4	11	COc1ccc(/C=c2\s/c(=C\C(=O)C(C)(C)C)[nH]c2=O)cc1O
2	-5	-1	-2	-4	-5	-11	1	-7	CNc1c([N+](=O)[O-])cnn1-c1ccccn1
-3	-2[20 µM]	-6	1	1	8	3	-6	-12	COC(=O)Cn1c(CN2CCC(Cc3ccccc3)CC2)nc2c1c(=O)n(C)c(=O)n2C
2	-18	-3	-11	0	-132	-7	-6	-8	O=C(NC1CCCCC1)c1cnn2c(C(F)(F)F)cc(-c3ccco3)nc12
1	-17	0	-1	6	7	8	0	-8	O=C(NC1CCCC1)c1ccccc1OCc1ccccc1
0	-4	-11	1	-1	-246	-21	-8	-6	Cc1ccc2[nH]c(=O)c(C3=NN(C(=O)CCC(=O)O)C(c4cccs4)C3)c(-c3ccccc3)c2c1 (centres undefined)
2	-21	-8	4	0	-50	-11	0	-10	CCOC(=O)CNC(=O)CSc1cc(C)nc2ccc(OC)cc12
8	-10	-24	0	-10	-17	-5	-1	1	O=C(CN1C(=O)NC2(CCOc3ccccc32)C1=O)Nc1ccc(F)c(F)c1F (centres undefined)
2	-23	-31	2	-3	-72	-22	-4	-13	COc1ccc2[nH]c(=O)c(CN(Cc3nnnn3Cc3ccc(F)cc3)CC3CCCO3)cc2c1 (centres undefined)
7	-32	-13	26	-11	0	-45	8	0	COc1cc(/C=N/n2c(-c3ccccc3)n[nH]c2=S)cc(OC)c1O
-1	-14	-6	-2	0	-2	-2	0	-14	COc1ccc(-c2cc(C(=O)Nc3c(C)n(C)n(-c4ccccc4)c3=O)no2)cc1
-1	-18	-7	-1	-1	-17	-9	-1	-7	O=C(CSc1ccc(C(F)(F)F)cc1[N+](=O)[O-])Nc1ccc2ccccc2c1
4	-9[20 µM]	0	-81	4	-3	-9	-19	1	CSC1=C(C#N)C(c2ccccc2Cl)C2=C(N1)c1ccccc1C2=O (centres undefined)
